TGFb inhibitor – qHTS for Inhibitors of TGF-b. AID 588855, 2011. HepG2 CAGA-GFP TGF-b/SMAD3 reporter, GFP fluorescence, 18 h; TGF-beta stimulated, 500 pg/mL final. Potency, µM (doses to about 46.1 µM), without a hit: at the top dose activity, negative = inhibition, usual class: inhibitors. 410,000 tested, 1.2% active; further: potency means the concentration at half of the fitted maximal effect; on the % scale 0 is the no-effect control and ±100 the full control effect; nearly all actives have a fitted effect of over 65% in size
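Per well, imaged GFP fluorescence of HEPG2 CAGA-GFP cells gives the signal; cells get compound, then TGF-beta (500 pg/mL final), 18 h at 37 degrees C; %Activity versus -TGF-beta and +DMSO controls.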
A549 viability – Nrf2 qHTS screen for inhibitors: counterscreen for cytotoxicity | 390,000 tested, 0.16% active | Potency, µM (doses to about 46 µM), for the others: top-dose activity change, negative = cytotoxicity, most hits filed as inhibitors | A549 ARE-Fluc cells, CellTiter-Fluor viability, 18-24 h; further: potency means the concentration at half of the fitted maximal effect; on the % scale 0 is the no-effect control and ±100 the full control effect
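A549 ARE-Fluc cells in 5% FBS OPTI-MEM, 5000 cells/well, rested 2 h then exposed to compounds in concentration-response for 18-24 h at 37 °C. Viability by CellTiter-Fluor fluorescence (Ex 405/Em 525) after 30 min; luciferase luminescence (BugLite, 15 min, RT) read afterwards.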
MmCpn inh – Inhibitors of TCP-1 ring complex (TRiC) of Methanococcus maripaludis (MmCpn): qHTS; Chaperonin Mm-Cpn (Methanococcus maripaludis); purified Mm-Cpn ATPase, ADP Transcreener TR-FRET; Potency, µM (doses to about 76.9 µM), for the others: at the highest dose activity, negative = inhibition, most hits filed as inhibitors; 330,000 tested, 0.031% active; further: potency means the concentration at half of the fitted maximal effect; on the % scale 0 is the no-effect control and ±100 the full control effect; nearly all actives have a fitted effect of over 80% in size
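ATPase turnover read by TR-FRET ADP competition (Eu cryptate antibody/ADP-d2, 665/590 nm): 10uM ATP final, 25nM Mm-CPN final, 30 min 37degC after 10-min compound preincubation, pH 7.4 Tris/KCl/MgCl2/DTT buffer.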
Nrf2 block – Nrf2 qHTS screen for inhibitors | A549 ARE-Fluc reporter, luciferase luminescence, 18-24 h | Potency, µM (highest dose often 46 µM), inactives show at the highest dose activity change, negative = inhibition, actives largely listed as inhibitors | 360,000 tested, 2.1% active | AID 504444, 2011; further: potency means the concentration at half of the fitted maximal effect; on the % scale 0 is the no-effect control and ±100 the full control effect; nearly all actives have a fitted effect of over 60% in size
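Reporter: ARE-Fluc in A549. Exposure: 18-24 h, 37 °C, 5% CO2, 5% FBS OPTI-MEM. Readouts: fluorescent cytotoxicity (CellTiter-Fluor), then luminescent Nrf2 signal after BugLite.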
CCT chaperon mod – High-Throughput Screening for Modulators of Cytosolic Chaperonin Activity. purified chaperonin ATPase assay, HTRF ADP detection, 30 min. activity change, % (concentration not given with the values), hits read low. 360,000 tested, 0.3% active. AID 651819, 2012; in the data active means activity change below about -30%; further: on the % scale 0 is the no-effect control and ±100 the full control effect
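ATPase activity: ADP formed was measured by HTRF Transcreener (665/615 nm ratio) after 30 min at 37 deg C with 10 uM ATP. Compounds screened at one 76 uM concentration against 40 or 20 nM TRiC in Tris pH 7.4/KCl/MgCl2/DTT buffer.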
HepG2 tox – qHTS for Inhibitors of TGF-b: Cytotox Counterscreen | HepG2 CAGA-GFP viability, ATP luminescence, 18 h | Potency, µM (titrated, usually from 46.1 µM), inactives show at the highest dose activity change, negative = cytotoxicity, usual class: cytotoxic | 410,000 tested, 0.76% active | AID 588856, 2011; further: potency means the concentration at half of the fitted maximal effect; some results filed as inactive show a strong effect at the top dose
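HepG2 CAGA-GFP cells (1000/well, DMEM with 1% FBS) received compound, then TGF-beta at 500 pg/mL final, and were incubated 18 hours at 37 degrees C. Viability was read by CellTiter-Glo luminescence. Media-only wells were set as complete cell-killing and DMSO as no toxicity.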
pAkt inh – HTS Assay for Inhibitors of Akt Phophorylation: Primary Screen; Neuro2A IGF-stimulated pAkt S473 HTRF, 20 min; stronger effect = lower value; activity change, % for hits at 50 µM; 360,000 tested, 0.32% active; AID 651550, 2012; in the data active means activity change below about -80%; inconclusive means mostly about -51% to -80%; further: on the % scale 0 is the no-effect control and ±100 the full control effect
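Single-point screen (50 µM final compound) in Neuro2A cells stimulated 20 min with 6 nM IGF at 37 deg C. After lysis, Ser473-phosphorylated Akt read by HTRF (ex 330 nm, em 615/665 nm) as the 665/615 ratio.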
ATXN viability – Viability Counterscreen for Primary qHTS for Inhibitors of ATXN expression | Potency, µM (highest dose often 56.7 µM), actives largely listed as cytotoxic | S2 cells (HEK-293 line with an ATXN2-luciferase reporter) viability, CellTiter-Fluor protease fluorescence, 24 h | AID 651635, 2014 | 400,000 tested, 0.49% active; further: potency means the concentration at half of the fitted maximal effect; nearly all actives have a fitted effect of over 40% in size
Nrf2 activator – qHTS of Nrf2 Activators | AREc32 ARE-luciferase reporter (MCF7-derived line), luminescence, 24 h | 410,000 tested, 0.31% active | Potency, µM (doses to about 46.1 µM), for inactives: at the highest dose activation, most hits filed as activators | AID 624171, 2012; further: potency means the concentration at half of the fitted maximal effect; % of control where 0% means no effect; nearly all actives have a fitted effect of over 65% in size
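AREc32 cells carrying an ARE-driven firefly luciferase, 1000 cells/well in OPTI-MEM with 5% FBS, dosed after overnight attachment and incubated 24 hr at 37 deg C. Steady-Glo luminescence read after 30 min at RT.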
Active calls of the source: *; i = inactive; ? = inconclusive; . = not tested or not shown. Unless noted, the call rests on the fitted dose curve; in most records, active means well fitted curve in the direction sought with a large enough effect; inconclusive means small, poorly fitted or top-dose-only effect, or another doubt; inactive means no such curve, though single readings can be large; an effect the other way counts as inactive or inconclusive. Rows are unselected; overall some 4.4% were active at least once.

SMILES	TGFb inhibitor	A549 viability	MmCpn inh	Nrf2 block	CCT chaperon mod	HepG2 tox	pAkt inh	ATXN viability	Nrf2 activator
Cc1cc(C)cc(NC(=O)c2cc(CN3CCCC3)on2)c1	-8.0%	-16.2%	.	?	.	-7.2%	.	i	4.2%
CC(Sc1nnc(-c2cccs2)n1-c1ccccc1)C(=O)NCc1ccc2c(c1)OCO2 (stereo not drawn)	26.6%	-2.3%	-1.2%	.	-3.9	9.9%	i	i	-0.6%
Cc1ccc(NC(=O)CSCC(=O)N2CCCc3ccccc32)cc1	-17.7%	-2.0%	0.0%	4.4%	-0.2	-0.5%	i	i	-0.3%
CCN(C)C1CN(Cc2cn(Cc3ccc(C(F)(F)F)cc3)nn2)S(=O)(=O)C1 (stereo not drawn)	.	.	.	.	2.9	.	i	i	-1.0%
O=C(NCCc1csc(-c2ccc(F)cc2)n1)c1cccs1	-20.3%	?	.	.	.	-47.3%	.	?	4.3%
Oc1c(Br)cc(Br)cc1/C=N/c1nc2c(s1)CCCC2	-9.5%	-2.5%	.	2.8%	-1.2	2.4%	i	i	6.5%
CN1OC[C@@H]2CN(S(=O)(=O)c3cccc4ccccc34)[C@H](c3ccc(N4CCCCC4)cc3)C[C@@H]21	?	.	.	.	-1.0	-9.0%	i	i	3.9%
CC(C)c1cc(C(=O)N2CCCC(CCC(=O)NCc3ccccc3F)C2)n(C)n1 (stereo not drawn)	-20.0%	-11.0%	-0.5%	?	2.4	-10.8%	i	i	0.1%
Cc1ccccc1-n1c(=O)n(Cc2ccccc2)c(=O)c2[nH]cnc21	3.6%	-0.1%	-0.6%	-1.5%	-6.1	-17.7%	i	i	0.4%
CCn1c(CSc2ncn[nH]2)nc2cc(C(=O)O)ccc21	0.9%	0.0%	4.7%	?	-0.4	0.1%	i	i	-0.7%
Cc1ccc(CS(=O)Cc2ccc(C(=O)NCc3ccccc3)o2)cc1 (stereo not drawn)	25.4%	-0.5%	1.8%	-14.8%	1.4	12.4%	i	i	-0.6%
O=S(=O)(N1CCCCC1)n1c(Cc2ccccc2)nc2ccccc21	?	-5.0%	0.2%	?	-3.4	-29.2%	i	?	0.2%

Record cards, from the list above. Values in the order: TGFb inhibitor | A549 viability | MmCpn inh | Nrf2 block | CCT chaperon mod | HepG2 tox | pAkt inh | ATXN viability | Nrf2 activator
CCN(C)C1CN(Cc2cn(Cc3ccc(C(F)(F)F)cc3)nn2)S(=O)(=O)C1 (stereo not drawn) is entered as . | . | . | . | 2.9 | . | i | i | -1.0%
Cc1ccc(NC(=O)CSCC(=O)N2CCCc3ccccc32)cc1 is entered as -17.7% | -2.0% | 0.0% | 4.4% | -0.2 | -0.5% | i | i | -0.3%

Next part.
SMILES	TGFb inhibitor	A549 viability	MmCpn inh	Nrf2 block	CCT chaperon mod	HepG2 tox	pAkt inh	ATXN viability	Nrf2 activator
O=C(CSc1nnc(Cc2ccsc2)o1)c1ccccc1	17.1%	9.4%	0.2%	3.6%	1.3	45.3%	i	i	3.0%
O=C(Nc1cccc(O)c1)c1cc(-c2ccco2)on1	17.4%	-9.0%	0.0%	?	0.9	4.3%	i	i	7.3%
Cc1ccc(OCCn2c(=O)cnc3ccccc32)cc1	?	-19.4%	0.0%	0.3%	-3.6	0.3%	.	i	2.4%
O=C(NNC(=O)c1ccc(=O)[nH]c1)c1ccc(NS(=O)(=O)c2cccs2)cc1	-5.9%	4.3%	-10.9%	14.8%	-2.4	-15.5%	i	i	-1.1%
COc1ccc(NC(C)=O)cc1NC(C)C(=O)Nc1cccc2ccccc12 (stereo not drawn)	7.1%	-0.6%	-1.2%	4.0%	-2.4	-2.5%	i	i	-0.1%
CC(C)NC(=O)c1cc(C2CCCCN2C(=O)c2ccc(Cl)cc2)on1 (stereo not drawn)	2.1%	.	.	.	-2.6	-8.6%	i	i	0.2%
Cn1c2c(c3cnc4cc(Cl)ccc4c31)CNCC2	0.4%	-2.1%	.	5.4%	.	-37.4%	.	.	.
CCOc1ccccc1N1CC(C(=O)Nc2ccc(C(=O)O)cc2)CC1=O (stereo not drawn)	8.2%	1.7%	2.5%	7.4%	-2.6	13.2%	-112.2%*	i	-2.0%
Cc1ccc(CNC(=O)CSc2n[nH]c(-c3ccc(F)cc3)n2)cc1	-80.1%	-0.6%	.	.	.	-18.7%	.	.	0.4%
CCCCC(=O)Nc1nnc(CCc2ccccc2)s1	3.5%	-6.0%	1.7%	-12.3%	-0.6	-13.6%	i	i	0.8%
Cn1c(=O)[nH]c(=O)c2[nH]c(N(Cc3ccccc3)Cc3ccccc3)nc21	11.2µM*	?	-0.2%	.	-0.6	12.6µM*	i	?	1.1%
Cc1cccc(N2CC(C(=O)Nc3nnc(SCc4cccnc4)s3)CC2=O)c1 (stereo not drawn)	-17.8%	-10.0%	-0.9%	-8.3%	-3.7	0.4%	i	i	-1.3%
O=C(Nc1cc([N+](=O)[O-])ccc1Cl)C(Sc1ccccc1)c1ccccc1 (stereo not drawn)	-21.2%	4.5%	1.7%	-11.6%	-2.9	-15.7%	i	i	8.0%
COc1cccc(-c2noc(C3CCCN(C(=O)c4cccc(F)c4)C3)n2)c1 (stereo not drawn)	-12.4%	-11.4%	?	7.5%	-2.0	-16.1%	i	i	7.1%
Cn1c(C(=O)NCCC2=CCCCC2)cc2c(=O)n3ccccc3nc21	-6.2%	13.6%	-4.9%	6.8%	-3.4	12.6%	i	i	-0.2%
COc1ccccc1NC(=O)Cn1c(=O)n(Cc2ccccc2)c(=O)c2sc3ccccc3c21	-3.3%	-1.4%	.	-2.4%	.	-4.4%	.	i	-0.6%
CC(=O)NNc1ccc(C(F)(F)F)cc1[N+](=O)[O-]	-1.1%	-1.4%	-4.7%	-10.2%	-7.0	-1.5%	i	i	-0.9%
CCOC(=O)c1c(C)n(C)c2ccc(OC)c(NS(=O)(=O)CC)c12	0.0%	-1.2%	-0.5%	-10.1%	-1.4	-0.4%	i	i	-0.1%
OC1CCCN(CC(O)COC(c2ccc(F)cc2)c2ccc(F)cc2)C1 (stereo not drawn)	13.1%	-6.5%	1.5%	-11.5%	2.3	0.3%	i	i	0.2%
CCOC1CC(C)(C)NC(=S)N1 (stereo not drawn)	3.7%	-3.9%	1.2%	8.1%	2.4	16.0%	i	i	-0.5%
CCn1c(=O)cc(OCC(=O)N2CCN(c3ccccc3OC)CC2)c2ccccc21	?	-9.2%	.	-20.4%	.	-36.5%	.	?	17.7%
NC(=O)C1CCN(CC(=O)Nc2ccc(S(=O)(=O)N3CCOCC3)cc2)CC1	10.9%	-1.0%	-2.2%	4.5%	-1.9	-23.3%	i	i	-0.1%
OC[C@@H]1CN(Cc2ccncc2)C[C@H](n2cnc3c(NC4CCCC4)ncnc32)O1	-2.7%	.	.	.	0.9	-0.4%	.	i	0.6%
C=C(C)CN(CC)Cc1c(C(=O)N(C)CCCC)nc2ccccn12	-15.3%	-7.5%	-1.7%	4.1%	-2.1	-0.2%	i	i	-0.9%
CCOC(=O)c1c(C)[nH]c(/C(C)=N/O)c1C	-0.4%	-0.1%	1.9%	0.4%	-0.5	-17.7%	i	i	3.6%
COc1ccc(CSc2cccc3cccnc23)cc1[N+](=O)[O-]	?	18.6%	-1.1%	14.1%	-2.5	-8.5%	i	i	3.9%
CC(=O)c1cccc(NC(=O)Cn2c(=O)oc3cc(S(=O)(=O)NC4CCCC4)ccc32)c1	?	4.8%	.	3.8%	.	4.9%	.	i	3.4%
CN(CC1COCCO1)c1nc2nonc2nc1N1CCSCC1 (stereo not drawn)	-15.7%	-3.9%	1.7%	4.3%	-2.9	-5.6%	i	i	-0.8%
O=[N+]([O-])c1ccc(Nc2nc(N/N=C\c3ccc4c(c3)OCO4)nc(N3CCCCC3)n2)cc1	6.4%	-11.7%	-0.4%	?	-3.9	1.4%	i	?	0.5%
O=[n+]1c2c(n([O-])c3cc(F)ccc31)CCCC2	-6.8%	3.4%	1.5%	-3.6%	-1.2	4.9%	i	i	-0.8%
COCCNC(=O)[C@@H]1CCCN1S(=O)(=O)c1cccc2cccnc12	-7.5%	-0.2%	-1.4%	16.3%	0.4	-1.9%	i	i	-1.0%
CCN(CC)S(=O)(=O)c1ccc2[nH]c(=O)[nH]c2c1	-45.7%	5.7%	0.2%	15.9%	-0.6	-14.2%	i	i	0.5%
Cc1noc(C)c1S(=O)(=O)N1CCCC(C(=O)Nc2ccc(Cl)cn2)C1 (stereo not drawn)	-7.2%	-6.9%	0.0%	?	0.4	-17.3%	i	i	-0.7%
CCOC(=O)CNC(=O)C(CC(N)=O)NC(=O)OC(C)(C)C (stereo not drawn)	-0.7%	6.9%	-3.3%	19.2%	-0.4	-21.4%	i	i	0.1%
O=C1NC[C@H](Cc2ccccc2)N(C[C@@H]2CCCN2C[C@H](Cc2ccc(O)cc2)N2C[C@H](Cc3ccccc3)N(CC3CCCCCC3)C(=O)C2=O)C1=O	.	.	.	.	1.2	.	i	?	-1.1%
O=C(Nc1ccccc1N1CCN(C(=O)c2ccc(Cl)cc2)CC1)c1cccc([N+](=O)[O-])c1	-11.0%	-17.2%	1.1%	5.7%	-4.7	-8.5%	i	i	3.6%
Fc1cccc(F)c1C(Nc1nncs1)Nc1nncs1	.	.	.	.	-0.2	.	i	i	0.1%
Cc1c(C)c2ccc(OC3CCCCC3=O)cc2oc1=O (stereo not drawn)	13.4%	3.5%	-1.2%	12.7%	-0.7	0.9%	i	i	3.9%

Compound activity as filed in PubChem.
